Compound activity as filed in PubChem BioAssay.
Lipid storage S3 – qHTS Assay for Lipid Storage Modulators in Drosophila S3 Cells | Potency in µM for hits, for the others lipid storage change, negative = inhibition, % at the top dose, mostly 46.1 µM | AID 2685 | 320,000 tested, 0.64% active | Drosophila S3 cells, BODIPY lipid droplet fluorescence, 18-24 h; cells fed with added oleic acid; active means well fitted inhibition curve with a large enough effect in the signal ratio, with a control signal flat, not every such curve was filed as active; inconclusive means small, poorly fitted or top-dose-only effect, or effect the other way, or a change in a side signal; the % refers to the signal ratio
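Drosophila S3 cells got compounds at several concentrations plus oleic acid (400 uM solution). Laser-scanning cytometry with 488 nm excitation read lipid droplets at 500-530 nm and cells at 575-640 nm. Percent activity was relative to 20 uM Triacsin C.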
Lipid storage S3 cell count max – second read-out of Lipid storage S3, no call of its own (marks repeat the call); cell number change, %; measured here: cell count max response;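 cells counted by Cell Tracker Red CMTPX staining in the red channel; peak over a dose series mostly up to 46.1 µM; percent activity relative to internal control wells on each plate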
The depositor's hits bear a star; i = inactive; ? = inconclusive; / = no result given. On the % scale 0 is the no-effect control and ±100 the full control effect; potency means the concentration at half of the fitted maximal effect. Some of the compounds tested (hit frequency here may not be typical).

Start of the listing, in advance (seven entries):
SMILES	Lipid storage S3	Lipid storage S3 cell count max
CN(CC(=O)N1CCN(c2ccccn2)CC1)S(=O)(=O)c1ccc2ccccc2c1	i	0
CN(C)c1ccc(/C=C/c2ccc3ccccc3n2)cc1	-3%	6
Cc1nc(SCCC(C)C)c([N+](=O)[O-])[nH]1	?	/
CCN(CC)C(=O)c1cc2cc(Br)ccc2oc1=O	?	/
COC(=O)c1ccccc1S(=O)(=O)N1CCC(C(=O)OC(C)C(=O)NC(N)=O)CC1 (stereo not given)	-4%	8
O=c1ccc2cc(S(=O)(=O)Nc3ccccc3F)ccc2o1	?	/
CCOCC(=O)NCc1ccc2c(c1)OCO2	15%	-5

Results, from the first entry:
SMILES	Lipid storage S3	Lipid storage S3 cell count max
CN(CC(=O)N1CCN(c2ccccn2)CC1)S(=O)(=O)c1ccc2ccccc2c1	i	0
CN(C)c1ccc(/C=C/c2ccc3ccccc3n2)cc1	-3%	6
Cc1nc(SCCC(C)C)c([N+](=O)[O-])[nH]1	?	/
CCN(CC)C(=O)c1cc2cc(Br)ccc2oc1=O	?	/
COC(=O)c1ccccc1S(=O)(=O)N1CCC(C(=O)OC(C)C(=O)NC(N)=O)CC1 (stereo not given)	-4%	8
O=c1ccc2cc(S(=O)(=O)Nc3ccccc3F)ccc2o1	?	/
CCOCC(=O)NCc1ccc2c(c1)OCO2	15%	-5
O=S(=O)(c1cccc2nsnc12)N1CCN(c2ccccc2F)CC1	11%	4
Cc1cc(C)c(S(=O)(=O)NC2CCN(Cc3ccccc3)CC2)c(C)c1	21%	-2
[O-]/[N+](=C\c1ccccc1)[C@@H]1CCCC[C@@H]1/[N+]([O-])=C/c1ccccc1	?	/
CC(=O)c1ccc(S(=O)(=O)N2CCN(C(=O)c3ccc(-n4cncn4)c([N+](=O)[O-])c3)CC2)cc1	?	/
O=C(NC(Cc1c[nH]c2ccccc12)C(=O)O)/C(=C\c1ccc2c(c1)OCO2)NC(=O)c1ccccc1 (stereo not given)	?	/

Not a retest: four of the compounds above.
SMILES	Lipid storage S3	Lipid storage S3 cell count max
COC(=O)c1ccccc1S(=O)(=O)N1CCC(C(=O)OC(C)C(=O)NC(N)=O)CC1 (stereo not given)	-4%	8
O=c1ccc2cc(S(=O)(=O)Nc3ccccc3F)ccc2o1	?	/
CCOCC(=O)NCc1ccc2c(c1)OCO2	15%	-5
O=S(=O)(c1cccc2nsnc12)N1CCN(c2ccccc2F)CC1	11%	4

Remaining list, next part:
SMILES	Lipid storage S3	Lipid storage S3 cell count max
C/C(CC(=O)Nc1cc(Cl)ccc1Cl)=N\NC(N)=S	-9%	5
O=C(CN1CCN(S(=O)(=O)c2ccc(F)cc2)CC1)Nc1cccc(C(F)(F)F)c1	?	/
CS(=O)(=O)Nc1ccc(C(=O)Nc2ccc(S(=O)(=O)Nc3nccs3)cc2)cc1	?	/
COc1ccc(Cl)cc1Nc1nc(NCCO)nc(N2CCCC2)n1	-8%	/
CCc1sc(C(=O)Nc2cc(Cl)ccc2N2CCCCC2)cc1C	?	/
Cn1c(CCN2CCOCC2)nc2cc(NS(=O)(=O)c3ccccc3)ccc21	?	/
Cn1c(CCC(=O)Nc2cc(S(C)(=O)=O)ccc2Cl)nc2cc(S(=O)(=O)N3CCOCC3)ccc21	?	/
CC(=O)c1cnc(N2CCCCC2)nc1C	i	10
Nc1c(S(=O)(=O)c2cccs2)c2nc3ccccc3nc2n1/N=C/c1cccc(O)c1	?	/
Cc1ccnc(NC(=O)CCC(=O)N(CC(=O)NC2CCCCC2)c2cccc(C)c2C)c1	?	/
N#Cc1c(-c2ccc(Br)cc2)cc(-c2cccnc2)nc1N	i	-17
CN(c1ccccc1)c1nc(N)c([N+](=O)[O-])c(NCc2ccccc2)n1	?	/

Three entries drawn at random from the list so far:
SMILES	Lipid storage S3	Lipid storage S3 cell count max
O=C(CN1CCN(S(=O)(=O)c2ccc(F)cc2)CC1)Nc1cccc(C(F)(F)F)c1	?	/
Cc1ccnc(NC(=O)CCC(=O)N(CC(=O)NC2CCCCC2)c2cccc(C)c2C)c1	?	/
CS(=O)(=O)Nc1ccc(C(=O)Nc2ccc(S(=O)(=O)Nc3nccs3)cc2)cc1	?	/

(list continues)
SMILES	Lipid storage S3	Lipid storage S3 cell count max
C=CCN1C(=O)CSC1=Nc1ccc(C(=O)O)cc1	?	/
O=c1oc2cc(OCc3ccc([N+](=O)[O-])cc3)ccc2c2c1CCCC2	i	/
Cc1ccc(S(=O)(=O)N2CCOCC2)cc1C(=O)N1CCN(c2ncccn2)CC1	?	/
CC(NC(=O)c1ccccc1)c1nnc(SCC(=O)NC2=NCCS2)n1C (stereo not given)	-20%	-25
CC(C)CC(=O)OCc1cn(-c2ccccc2)nn1	?	/
CCCCN(CCCC)c1nc2ccccc2nc1C(C#N)C(=O)NCCCOC (stereo not given)	?	/
COc1cnc(SCc2ccc(Cl)c(Cl)c2)nc1Cl	?	/
COc1cccc(-c2nc(-c3ccc4c(c3)-c3ccccc3S4(=O)=O)c(-c3ccccc3)[nH]2)c1OC	9%	-6
CCOC(=O)/C=C/C(=O)Nc1ccc(S(=O)(=O)Nc2nccs2)cc1	i	20
CNc1nc(-c2ccccc2)cc(C(F)(F)F)c1C#N	6%	11
O=C1CC2(CCN(C(=O)c3ccccc3Br)CC2)Oc2ccccc21	i	7
S=C(NCc1ccco1)Nc1ccc2c(c1)OCCO2	15%	1
CC(=O)NCC1CCCN(c2nc3nonc3nc2N(C)Cc2ccccc2)C1 (stereo not given)	24%	11
Cn1c(=O)c2c(ncn2CC(=O)N2CCOCC2)n(C)c1=O	?	/
Nc1ccc(C(=O)NCC2(c3ccccc3)CCCC2)cc1	?	/
CCOC(=O)CNc1nc(Cl)nc(Nc2ccc(C)cc2)n1	?	/
CCCCN1CC2([N+](=O)[O-])C=CC(=O)C([N+](=O)[O-])(C1)C2CC(=O)c1ccccc1 (stereo not given)	11%	1
COc1ccc(Cl)cc1NC(=O)COc1ccc2c(c1)OCO2	?	/
CCOc1ccc(C(=O)N/N=C/c2ccccc2[N+](=O)[O-])cc1	?	/
CCOC(=O)c1c(N)n(-c2ccc(N)cc2)c2nc3ccccc3nc12	?	/
COc1ccc(C(=O)NC(Cc2ccccc2)c2ccc3c(c2)OCCCO3)cc1 (stereo not given)	i	17
Cc1cc(N2CCOCC2)nc2ccc(NC(=S)NC(C)C)cc12	9%	4
O=C(NCc1ccco1)C(=S)N1CCCC1	?	/
Cc1ccc(OCC(=O)Nc2ccc3c(c2)OCO3)c(C)c1	-8%	14
Cc1ccc(CNC(=S)Nc2ccc(OC(F)F)cc2C)cc1	-10%	-17
O=C(NC1CCCCCCC1)C1CCC(CNc2c(N3CCCC3)c(=O)c2=O)CC1 (stereo not given)	24%	4
O=c1c2cn[nH]c2[nH]c(=S)n1-c1cccc(Cl)c1	3%	9
Cc1cc(=O)[nH]c(N/N=C/c2c(C)oc3ccccc23)n1	?	/
Cc1nnc(NC(=O)CCSc2ccccc2)s1	12%	17
Cc1ccc(S(=O)(=O)NCC(c2cccnc2)N(C)C)cc1 (stereo not given)	9%	2
O=C(C1CCN(S(=O)(=O)N2CCOCC2)CC1)N1CCN(Cc2ccc3c(c2)OCO3)CC1	12%	-10
Cc1ccc(S(=O)(=O)NCC2CCC(C(=O)NCCCN3CCOCC3)CC2)cc1 (stereo not given)	?	/
Cc1nn(-c2ccccc2)c(C)c1C(=O)OCC(=O)Nc1cccc(S(N)(=O)=O)c1	?	/
Cc1cccc(N/C(N)=N/c2nc(C)cc(=O)[nH]2)c1	21%	-1
COc1ccc(C2=[N+]([O-])C(C)(C)C(c3ccccc3)=N2)cc1	2%	/
CCN(CCn1cccn1)Cc1cn[nH]c1-c1ccc(-c2ccccc2)cc1	14%	2
Cn1cc(Br)c(NC(=O)/C=C/C(=O)O)n1	?	/
Cc1ccn2cc(-c3ccc(Br)cc3)nc2c1	13%	1
COc1ccc(N(C(=O)CNC(=O)c2ccco2)C(C(=O)NC2CCCCC2)c2cccnc2)cc1 (stereo not given)	?	/
Cc1cc(C)cc(OCC(=O)OCC(=O)c2ccc3c(c2)NC(=O)CO3)c1	?	/
CCCNC(=O)C(Cc1cccc(OC)c1)NC(=O)c1ccc(C(C)(C)C)cc1 (stereo not given)	?	/
O=C(COC(=O)CNS(=O)(=O)c1ccccc1)NC12CC3CC(CC(C3)C1)C2	?	/
CC(C)(C)n1nc2c(c1NC(=O)c1cc(Cl)ccc1[N+](=O)[O-])CS(=O)(=O)C2	11%	/
COCCNC(=S)N1CCN(c2nc3ccccc3s2)CC1	-3%	-12
CN(C(=O)c1ccncc1)c1nnc(-c2cccnc2)s1	i	-7
C/C(=N/NC(=O)c1ccncc1)c1ccc(NC(=O)c2ccc(Cl)cc2Cl)cc1	?	/
COc1cc(CCC(=O)OCC(=O)Nc2ccc(F)c(F)c2)cc(OC)c1OC	?	/
Oc1ccc(Cl)cc1CNCc1ccc(C(F)(F)F)cc1	?	/
NS(=O)(=O)c1ccc(CCNC(=O)CSc2nc3ccccc3c(=O)n2CCN2CCOCC2)cc1	3%	0
COc1ccc(C(C(=O)NCC2CCCO2)N(C(=O)Cn2nnc3ccccc32)c2ccc(NC(C)=O)cc2)cc1 (stereo not given)	?	/
Cc1cccc(-n2ccc(=O)c(C(=O)Nc3ccc(S(=O)(=O)Nc4nccs4)cc3)n2)c1	?	/
CCOc1ccc(C(=O)Nc2cc(-c3nc4ccccc4[nH]3)ccc2C)cc1[N+](=O)[O-]	?	/
CC(=O)NC(Cc1ccccc1F)C(=O)NC1CCN(c2ncccc2[N+](=O)[O-])CC1 (stereo not given)	?	/
O=C(COC(=O)/C=C/c1ccc(C(F)(F)F)cc1)Nc1ccc2[nH]c(=O)[nH]c2c1	?	/
CCCSc1ccc([C@@H]2[C@H]3C(=O)N(CC)C(=O)[C@H]3[C@]3(C(=O)OC)CCCCN23)cc1OC	?	/
CCc1cc(-c2[nH]ncc2-c2nc3ccccc3n2C)c(O)cc1O	-3%	1
Cc1cc(C)nc(NCC(O)CNc2ccccc2Cl)n1 (stereo not given)	i	/
CCOc1cc(/C=C2\C(=N)N3N=C(N4CCCCC4)SC3=NC2=O)ccc1OC(=O)c1ccco1	i	12
O=C(O)c1ccc(CN(c2ccccn2)S(=O)(=O)c2ccccc2)cc1	-14%	3
COc1ccccc1CN1C[C@@H]2C[C@@H](c3ccc(Cl)cc3)N3CCC[C@@]23C1=O	-4%	2

New compounds follow:
SMILES	Lipid storage S3	Lipid storage S3 cell count max
CC1=CC(C)(C)N(C(=O)CNC2CCCC2)c2cc(C)ccc21	2%	-10
COC(=O)C1C(=O)CC(C)(O)C(C(=O)OC)C1c1ccc2c(c1)OCO2 (stereo not given)	i	/
C=CCn1c(COc2cccc(C)c2)nnc1SCC(=O)c1c[nH]c2c(CC)cccc12	1%	8
Cc1ccnc(NCc2ccc(Br)cc2)c1	5%	9
Cc1cccc(/C(N)=N/OC(=O)c2ccc(F)cc2)c1	?	/
CCOC(=O)c1nn(-c2ccccc2)c2nc(-c3ccc(OC)cc3)c(C#N)c(=O)n12	19%	28
CCCc1cc(=O)[nH]c(SCC(=O)c2ccc3c(c2)OCCO3)n1	?	/
O=S(=O)(NCCN1CCCC1)c1ccc(Br)cc1	-9%	-3
Nc1nc(N2CCN(C(c3ccccc3)c3ccccc3)CC2)n[nH]1	-18%	-23
N#Cc1c(N)nc2c(c1N)CC(C(F)(F)F)O2 (stereo not given)	-16%	-5
CCCCc1c(O)n2c(nc3ccccc32)[nH]c1=O	?	/
COc1ccc(-n2c(SCC(=O)Nc3ccc(NC(C)=O)cc3)nc3c([nH]c4ccccc43)c2=O)cc1OC	?	/
CSc1ccc(S(=O)(=O)NCc2ccccc2)cc1	-7%	17
FC(F)(F)c1cc(Oc2ccccc2Cl)nc(-c2ccccn2)n1	10%	9
CC1COc2ccccc2N1S(=O)(=O)c1cc(Cl)ccc1Cl (stereo not given)	?	/
Cc1onc(-c2ccccc2)c1C(=O)N1CCCN(C(=O)c2c(-c3ccccc3)noc2C)CC1	?	/
CC(C)(C)CC(=O)NC(=S)Nc1ccccc1[N+](=O)[O-]	-12%	1
CC(C)(C)C(=O)NC(=S)Nc1cccc(C(=O)O)c1	1%	6
CCOC(=O)Cc1csc(NC(=O)COc2ccc(N(C)S(=O)(=O)c3cccs3)cc2)n1	-6%	-18
O=C(CSc1nnc(-c2ccncc2)o1)N1CCCC1	12%	0
CN(CC(=O)Nc1ccccc1C(=O)N1CCCC1)S(=O)(=O)c1ccc(Br)cc1	?	/
O=C(NNC(=S)NC(=O)c1ccccc1)c1ccc(O)cc1	?	/
CNc1nc(Nc2ccccc2)nc(OCC(F)(F)F)n1	5%	-1
O=C(Nc1ccc(Cn2cccn2)cc1)c1ccc(COc2cccc(Br)c2)cc1	?	/
CCOC(=O)CCc1nc2ccccc2[nH]c1=O	?	/
COc1ccc(S(=O)(=O)NCC(=O)N(CC(=O)NCc2ccco2)Cc2ccc(F)cc2)cc1	?	/
CCC(C)Nc1nc(CN2CCOCC2)nc2sc3c(c12)CCC3 (stereo not given)	?	/
O=C(Oc1ccc(Cl)c2cccnc12)N1CCOCC1	10%	13
CCOC(=O)c1sc(NC(=O)CN2CC(C)OC(C)C2)nc1C (stereo not given)	?	/
O=C(O)CCN1C(=O)c2ccc(NC(=O)CSc3ccccc3)cc2C1=O	-1%	20
CCOc1cc2c(cc1OC)C(NC(=O)C(F)(F)F)CC2=O (stereo not given)	i	/
COc1ccc(C(C)=O)cc1COc1ncnc2ccccc12	?	/
O=C(c1ccco1)n1nc(-c2ccc(Cl)cc2)nc1NCc1ccco1	?	/
COC(=O)C(CO)NC(=O)C(C)NC(=O)CNC(=O)OCc1ccccc1 (stereo not given)	-1%	/
CNC(=O)c1nc(C)n(-c2cc(Cl)cc(Cl)c2)n1	?	/
